Screening data (PubChem)
POLK inh: inhibitors of human DNA polymerase kappa; purified Pol kappa, fluorescent DNA synthesis assay, 10 min; Potency, µM (top dose mostly 107 µM), for the others: at the highest dose activity, negative = inhibition, actives largely listed as inhibitors; 400,000 compounds, 0.53% hits; Q9UBT6; also: % is scaled to controls: 0 for no effect and ±100 for the full control effect
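50 nM final substrate added after 15 min RT preincubation of 10 nM Pol kappa with compound; fluorescence read at 0 and 10 min.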
Pol eta inh: DNA polymerase eta (human) inhibition. recombinant Pol eta, fluorescent DNA replication assay. AID 588591. Potency, µM (titrated, usually from 114 µM), without a hit: at the top dose activity change, negative = inhibition, hits mostly inhibitors. 390,000 compounds, 1.2% hits. Q9Y253; also: % is scaled to controls: 0 for no effect and ±100 for the full control effect
Target sequence (Q9Y253 whole entry, looked up): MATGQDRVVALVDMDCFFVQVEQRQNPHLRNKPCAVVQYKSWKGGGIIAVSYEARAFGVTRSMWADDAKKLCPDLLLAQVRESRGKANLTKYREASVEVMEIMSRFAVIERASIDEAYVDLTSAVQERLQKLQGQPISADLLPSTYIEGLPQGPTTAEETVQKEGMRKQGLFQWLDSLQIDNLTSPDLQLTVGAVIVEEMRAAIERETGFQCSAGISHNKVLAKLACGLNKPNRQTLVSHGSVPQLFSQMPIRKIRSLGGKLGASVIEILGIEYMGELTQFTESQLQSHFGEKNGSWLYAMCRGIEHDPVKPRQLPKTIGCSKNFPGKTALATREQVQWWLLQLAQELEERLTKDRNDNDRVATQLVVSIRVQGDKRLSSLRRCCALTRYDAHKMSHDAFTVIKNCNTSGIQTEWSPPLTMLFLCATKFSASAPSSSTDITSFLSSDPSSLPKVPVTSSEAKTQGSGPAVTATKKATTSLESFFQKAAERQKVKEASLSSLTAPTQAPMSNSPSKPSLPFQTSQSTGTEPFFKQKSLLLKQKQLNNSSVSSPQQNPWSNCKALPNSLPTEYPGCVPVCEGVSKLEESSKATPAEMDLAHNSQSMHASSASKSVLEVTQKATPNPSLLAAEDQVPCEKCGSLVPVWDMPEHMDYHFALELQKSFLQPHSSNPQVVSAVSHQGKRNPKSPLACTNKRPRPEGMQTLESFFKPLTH
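Pol eta (10 nM) was preincubated with compounds for 15 min at room temperature, after which fluorescent replication substrate (50 nM final) was added to start the reaction. Fluorescence was read kinetically at 0 and 10 min.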
JMJD2A Tudor: JMJD2A Tudor domain (human) inhibition; O75164; AlphaScreen JMJD2A-Tudor / H3K4me3 peptide binding; Potency, µM (series often up to 114 µM), for the others: top-dose activity change, negative = inhibition, usual class: inhibitors; 390,000 compounds, 4.4% hits; AID 504339; also: % is scaled to controls: 0 for no effect and ±100 for the full control effect; nearly all actives have a fitted effect of over 50% in size
BAZ2B block: inhibitors of human BAZ2B bromodomain. AlphaScreen BAZ2B-H3K14Ac peptide displacement. AID 504333. Potency, µM (titrated, usually from 114 µM), for the others: at the highest dose activity change, negative = inhibition, usual class: inhibitors. 360,000 compounds, 4.4% hits. Q9UIF8; also: % is scaled to controls: 0 for no effect and ±100 for the full control effect; nearly all actives have a fitted effect of over 60% in size
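Multi-concentration screen (max 110 uM) measuring displacement of acetylated histone H3 peptide from BAZ2B by AlphaScreen, using 50 nM protein, 50 nM peptide and 10 ug/mL streptavidin donor plus Ni-chelate acceptor beads.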
Pol iota inh: DNA polymerase iota (human) inhibition; Q9UNA4; Pol iota fluorescent replication assay, 10 min; Potency, µM (series often up to 115 µM), inactives show top-dose activity, negative = inhibition, actives largely listed as inhibitors; 390,000 compounds, 1% hits; AID 588590
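Fluorescent replication assay read twice, at 0 min and 10 min after adding 50 nM (final) substrate. Enzyme (10 nM) and compounds were first incubated 15 min at room temperature; enzyme-free buffer wells were negative controls.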
POLB inh: inhibitors of human DNA polymerase beta; P06746; 340,000 compounds, 1.3% hits; Potency, µM (series often up to 114 µM), without a hit: at the highest dose activity change, negative = inhibition, actives largely listed as inhibitors; AID 485314; Pol beta primer extension/strand displacement, fluorescence kinetic; also: % is scaled to controls: 0 for no effect and ±100 for the full control effect
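Preincubation: enzyme (10 nM) with compound, 15 min, RT. Reaction: substrate added to 50 nM final. Reads: 0 and 10 min. Analysis: normalized, Hill fit.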
BLM helicase inh: inhibitors of human Bloom syndrome helicase BLM; recombinant BLM DNA unwinding, fluorescence dequenching; 350,000 compounds, 0.2% hits; Potency, µM (titrated, usually from 56.1 µM), inactives show at the highest dose activity change, negative = inhibition, most hits filed as inhibitors; P54132;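 also: plate controls were vehicle for no effect and no enzyme for full effect; nearly all actives have a fitted effect of over 35% in size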
APEX1 inh: blocks human APE1 abasic DNA cleavage. 350,000 compounds, 0.35% hits. P27695. Potency, µM (titrated, usually from 65.8 µM), for inactives: top-dose activity change, negative = inhibition, most hits filed as inhibitors. AID 2517. recombinant APE1, TAMRA/BHQ-2 abasic DNA cleavage fluorescence;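 also: plate controls were vehicle for no effect and reference inhibitor for full effect; nearly all actives have a fitted effect of over 55% in size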
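Kinetic fluorescence read (525 ex/598 em nm, three reads 60 s apart) of AP-site incision; signal = third minus first read. Enzyme 0.75 nM, dual-labelled THF duplex 50 nM, compound preincubation 15 min RT.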
G9a block: inhibitors of human histone lysine methyltransferase G9a; G9a H3K9 monomethylation, AlphaScreen, 2 h; Potency, µM (top dose mostly 102 µM), inactives show at the highest dose activity, negative = inhibition, hits mostly inhibitors; 350,000 compounds, 8.8% hits; AID 504332; also: % is scaled to controls: 0 for no effect and ±100 for the full control effect; nearly all actives have a fitted effect of over 75% in size
Target sequence (Q96KQ7 913-1193 limits assumed): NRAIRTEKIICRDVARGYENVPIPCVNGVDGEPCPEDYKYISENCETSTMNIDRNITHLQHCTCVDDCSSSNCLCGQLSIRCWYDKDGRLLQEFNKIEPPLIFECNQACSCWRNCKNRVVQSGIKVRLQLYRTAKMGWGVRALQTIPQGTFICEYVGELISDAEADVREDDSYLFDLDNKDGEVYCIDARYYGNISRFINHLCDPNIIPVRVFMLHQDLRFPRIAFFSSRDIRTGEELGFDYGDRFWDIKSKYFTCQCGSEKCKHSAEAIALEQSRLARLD
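Methyltransferase reactions run at room temperature for 2 h (20 nM enzyme, 500 nM biotin-H3K9 peptide, 20 uM SAM) after a 15 min compound preincubation; product detected by AlphaScreen beads and anti-H3K9me1 antibody.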
Starred values were filed as active, the others as inactive; ? = inconclusive; nt = not tested or not shown; & = joins results of further samples; [ ] = remark or other dose. Calls follow the shape of the dose curve; as a rule, active = well fitted curve in the direction sought with a large enough effect; inconclusive = small, poorly fitted or top-dose-only effect, or another doubt; inactive = no such curve, though single readings can be large; an effect the other way counts as inactive or inconclusive. Potency is read from the fitted curve at half-maximal effect. Not all compounds are listed; rates above refer to the full screens.

(1) Cc1cccc(NC(=O)CC2Nc3cccc4cccc(c34)NC2=O)c1 (stereo not given)
(2) COc1cc(CC(=O)NCCc2ccc(OCc3ccccc3)cc2)c([N+](=O)[O-])cc1OC
(3) Cc1ccc(C2CN=NC23CCc2ccccc2C3=O)cc1 (stereo not given)
(4) c1ccc(-c2csc3ncnc(N4CCc5ccccc5C4)c23)cc1
(5) CCOC(=O)c1ccc(NC(=O)C2CCN(S(=O)(=O)CC)CC2)cc1
(6) CC(=O)Nc1cc(C(=O)OCC(=O)c2ccc(C)cc2)ccc1C
(7) O=C(On1c(-c2ccccc2)nc2ccccc2c1=O)c1ccco1
(8) COc1cc(C2c3cc4c(cc3OC(C)(N3CCCC3)C2C)OCO4)cc(OC)c1OC (stereo not given)
compound no.,1,2,3,4,5,6,7,8
POLK inh,?,-11%,-7%,-7%,4%,-3%,-7%[60.1 µM],-6%
Pol eta inh,-16%&-16%,-11%,-13%,-17%,-9%,-11%,7%,-24%
JMJD2A Tudor,?,-15%,9%,5%,-16%,-4%,89µM*,?
BAZ2B block,-11%&-5%,31%[activator],7%,-27%,4%,-10%,-29%,nt
Pol iota inh,?,5%,19%,?,-5%,2%,-6%,15%
POLB inh,1%&11%,2%,-1%,-10%,-21%,3%,10%,nt
BLM helicase inh,-9%&-11%,-9%,-12%,-11%,0%,-5%,1%,nt
APEX1 inh,?,-3%,15%,3%,-4%,-3%,0%,nt
G9a block,-8%[59 µM],-33%[59 µM],10%,28%[59 µM],-4%[59 µM],8%[59 µM],?,nt

Random excerpt: 2 compounds from above, in no set order.
(8) COc1cc(C2c3cc4c(cc3OC(C)(N3CCCC3)C2C)OCO4)cc(OC)c1OC (stereo not given)
(2) COc1cc(CC(=O)NCCc2ccc(OCc3ccccc3)cc2)c([N+](=O)[O-])cc1OC
compound no.,8,2
POLK inh,-6%,-11%
Pol eta inh,-24%,-11%
JMJD2A Tudor,?,-15%
BAZ2B block,nt,31%[activator]
Pol iota inh,15%,5%
POLB inh,nt,2%
BLM helicase inh,nt,-9%
APEX1 inh,nt,-3%
G9a block,nt,-33%[59 µM]

Later entries:
(9) CC(C)n1c(SCC(=O)N2CCN(C(=O)c3ccco3)CC2)nc2c1c(=O)n(C)c(=O)n2C
(10) Cc1ccc(C(=O)C[n+]2ccc(-c3nnc4n3CCC4)cc2)cc1
(11) CC(C)NC(=O)N(C)C[C@H]1Oc2c(NC(=O)C3CC3)cccc2C(=O)N([C@H](C)CO)C[C@@H]1C
(12) CCC1CCC2(CC1)SCC(=O)N2c1ccccc1 (stereo not given)
(13) CCOC(=O)Cn1nnnc1C(CC)N(Cc1ccccc1)Cc1cc2cc(C)ccc2[nH]c1=O (stereo not given)
(14) Nc1nnc(CC(=O)N/N=C/c2ccc(-c3ccccc3Cl)o2)s1
(15) COc1ccc(-n2nc(C(=O)N3CCC(C#N)CC3)c3c4ccccc4n(C)c3c2=O)cc1
(16) O=C(Cn1c(SCc2ccc(F)cc2)nc2cccnc21)Nc1ccccc1F
compound no.,9,10,11,12,13,14,15,16
POLK inh,4%,-10%,14%,-12%,-9%,-10%,-17%,-4%
Pol eta inh,-15%,-4%,-4%,?,-21%,-12%,-12%,-18%
JMJD2A Tudor,-13%,-14%,-9%,-16%,-13%,-27%,-14%,-12%
BAZ2B block,4%,-2%,nt,-5%,?,-34%,nt,-3%
Pol iota inh,64%[activator],23%,17%,-15%,36%[activator],19%,-19%,17%
POLB inh,0%,24%,nt,2%,4%,?,nt,0%
BLM helicase inh,-1%,-7%,nt,-1%,0%,-7%,nt,-3%
APEX1 inh,0%,-8%,23%,0%,0%,0%,nt,nt
G9a block,2%[12.7 µM],1%[59 µM],nt,47%[activator],21%,20%[59 µM],nt,-12%[59 µM]

(17) Cn1cccc2[nH]c(=O)nc1-2
(18) O=C(COC(=O)c1ccc([N+](=O)[O-])s1)Nc1ccccc1
(19) COCCn1nnnc1C(c1ccccc1OC)N1CCN(C(=O)c2ccco2)CC1 (stereo not given)
(20) COc1ccc2occ(C(=O)c3ccccc3)c2c1
(21) CCOC(=O)N1CCN(C(=O)CN2C(=O)CC(C)(C)S(=O)(=O)c3ccccc32)CC1
(22) Cc1cc2ncn(C(=O)c3c(-c4ccccc4)noc3C)c2cc1C
(23) CC(=O)NCCNC(=O)c1oc2ccccc2c1CSc1ncn[nH]1
(24) O=C(c1ccccc1Sc1ccc([N+](=O)[O-])cc1Cl)N1CCOCC1
compound no.,17,18,19,20,21,22,23,24
POLK inh,0%,-3%,-15%,0%,-1%,-12%[60.1 µM],0%,-2%
Pol eta inh,-2%,?,1%,-8%,-2%,-10%,-1%,-9%
JMJD2A Tudor,-10%,-19%,?,76%[activator],1%,-7%,-8%,-9%
BAZ2B block,-2%,-31%,-26%,48%[activator],-3%,-3%,-3%,-27%
Pol iota inh,22%,89µM*,5%,29%,-7%,45%[activator],-12%,81%[activator]
POLB inh,-9%,6.3µM*,29%,7%,6%,-23%,-17%,2%
BLM helicase inh,-5%,-7%,-3%,-13%,-3%,-5%,-3%,-1%
APEX1 inh,-2%,?,68%[activator],-2%,11%,-3%,1%,2%
G9a block,?,-5%[59 µM],50µM*,113%[activator],6%,-7%[59 µM],-5%,?

Results in Pol eta inh and G9a block, for 2 of the compounds above:
No.	SMILES	Pol eta inh	G9a block
4	c1ccc(-c2csc3ncnc(N4CCc5ccccc5C4)c23)cc1	-17%	28%[59 µM]
10	Cc1ccc(C(=O)C[n+]2ccc(-c3nnc4n3CCC4)cc2)cc1	-4%	1%[59 µM]

The results go on.
(25) O=C(NCc1ccccc1)C1CCCN(c2cnccn2)C1 (stereo not given)
(26) CCOC(=O)C1CCN(C2CCN(C(=O)c3oc4c(F)cccc4c3C)CC2)CC1
(27) CCC(C)c1ccc(OCc2ccc(C(=O)OC)o2)cc1 (stereo not given)
(28) CCC(=O)NC(c1ccc(OC)c(OC)c1)c1cc(Cl)c2cccnc2c1O (stereo not given)
(29) Cc1ccc(C(=O)NC(C)c2ccc(-n3ccnc3)cc2)o1 (stereo not given)
(30) CC(=O)Nc1ccc(S(=O)(=O)Nc2cccc(NC(=O)C(C)(C)C)c2)cc1
(31) CN(CC(=O)Nc1ccc(Cl)cc1)C(=O)CCc1nc2sc3c(c2c(=O)[nH]1)CCCC3
(32) COC(=O)[C@@H](NC(=O)NCc1ccccc1F)C(C)C
compound no.,25,26,27,28,29,30,31,32
POLK inh,-8%,-17%,2%,-30%&-3%,-1%,-1%,-41%,-4%
Pol eta inh,5%,-9%,-27%,2%,-13%,14%,?,-3%
JMJD2A Tudor,-14%,-32%,159%[activator],-24%,-24%,6%,-17%,4%
BAZ2B block,?,-24%,72%[activator],40µM*,-4%,-5%,0%,7%
Pol iota inh,1%,20%,28%,82%&37%[activator],42%[activator],6%,28µM*,3%
POLB inh,19%,-3%,-18%,3%,nt,-15%,nt,5%
BLM helicase inh,-2%,-7%,-5%,4%,nt,-1%,nt,0%
APEX1 inh,20%,2%,-2%,4%,7%,-2%,-13%,2%
G9a block,-1%,-13%,246%[activator],nt,2%[2.33 µM],13%[59 µM],50µM*,9%[12.7 µM]

(33) Cc1ccc(NC2CCCN(C(=O)c3ccnc(Cl)c3)C2)cc1C (stereo not given)
(34) OC(COCc1ccccc1)CN1CCCC1 (stereo not given)
(35) CC1CCC(NC(=O)CN(C)S(=O)(=O)c2cccc3cccnc23)CC1 (stereo not given)
(36) CCN(CC)S(=O)(=O)c1ccc(OC)c(NC(=O)c2sc3ccccc3c2Cl)c1
(37) CCc1ccc(NC(=O)C2CCN(C(=O)N3CC(CC)Oc4ccccc43)CC2)cc1 (stereo not given)
(38) COc1ccc(NC(=O)COC(C)=O)cc1OC
(39) Cc1cc(NC(=O)c2ccc(C#N)cc2)n(-c2ccccn2)n1
(40) Cc1cccc(NC(=O)COc2ccc(-c3nn(C)c(=O)c4ccccc34)cc2)c1
compound no.,33,34,35,36,37,38,39,40
POLK inh,6%,-1%,5%,7%,-12%,-4%,-3%,-10%&-23%
Pol eta inh,-17%,-13%,-1%,-10%,-11%,-17%,-3%,-8%&-9%
JMJD2A Tudor,-14%,-28%,-8%,-6%,?,-14%,-17%,-19%&-16%
BAZ2B block,?,-3%,-3%,0%,?,-13%,-8%,-1%&-13%
Pol iota inh,-6%,?,18%,36%[activator],3%,53%[activator],-17%,21%&-1%
POLB inh,47%,36%,4%,0%,-16%,2%,37%,30%&26%
BLM helicase inh,-3%,1%,1%,-3%,-8%,1%,-1%,-3%&-5%
APEX1 inh,4%,0%,3%,nt,nt,-8%,15%,-13%
G9a block,nt,?,0%,1%[59 µM],?,0%,45µM*,5%

Structures listed so far that bear a hit mark in JMJD2A Tudor.
No.	SMILES	POLK inh	Pol eta inh	JMJD2A Tudor	BAZ2B block	Pol iota inh	BLM helicase inh	APEX1 inh	G9a block
7	O=C(On1c(-c2ccccc2)nc2ccccc2c1=O)c1ccco1	-7%[60.1 µM]	7%	89µM*	-29%	-6%	1%	0%	?

Next part:
(41) Oc1cccnc1CCc1ccccc1
(42) COc1ccc(F)cc1S(=O)(=O)Nc1ccc(C)cc1
(43) CS(=O)(=O)c1ccc(NC(=O)CCN2C(=O)C3CC=CCC3C2=O)cc1 (stereo not given)
(44) COc1ccc(N2CCN(S(=O)(=O)CCNC(=O)C3CCCCC3)CC2)cc1
(45) Cc1ccccc1NC(=O)c1sc(NC(=O)C2CC2)nc1C
compound no.,41,42,43,44,45
POLK inh,5%,-7%,-1%,-8%,0%
Pol eta inh,-14%,-12%,-5%,-13%,-20%
JMJD2A Tudor,-1%,0%,-13%,-20%,-14%
BAZ2B block,-3%,4%,12%,-14%,1%
Pol iota inh,16%,-2%,35%[activator],24%,132%[activator]
POLB inh,40%,-14%,nt,-8%,-6%
BLM helicase inh,-2%,-7%,nt,-1%,-4%
APEX1 inh,16%,3%,-2%,-11%,10%
G9a block,nt,5%[12.7 µM],11%[0.501 µM],-1%,nt
